# GALR2 antag = GALR2 (human) receptor antagonism; GALR2-expressing cells, antagonist mode; inhibition, % at 4 µM; hit rate 0.39% among 140,000; in the data active = inhibition above about 27%;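 note: cells stimulated with galanin 1-16 at roughly its EC80; 0% = agonist challenge control and 100% = basal control without agonist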
# Target sequence (O43603 whole entry, looked up): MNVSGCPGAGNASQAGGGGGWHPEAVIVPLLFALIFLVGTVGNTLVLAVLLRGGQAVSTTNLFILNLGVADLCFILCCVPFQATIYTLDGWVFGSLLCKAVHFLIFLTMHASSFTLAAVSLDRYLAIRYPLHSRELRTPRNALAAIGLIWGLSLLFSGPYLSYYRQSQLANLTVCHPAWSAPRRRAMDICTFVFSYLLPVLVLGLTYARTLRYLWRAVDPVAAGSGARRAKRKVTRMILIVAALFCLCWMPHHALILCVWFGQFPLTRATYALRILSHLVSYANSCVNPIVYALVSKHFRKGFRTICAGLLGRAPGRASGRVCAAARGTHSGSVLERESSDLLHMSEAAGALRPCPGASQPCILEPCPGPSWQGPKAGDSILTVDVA
# MRP-1 activ = activates MRP-1; H69AR cells + doxorubicin, viability rescue, CellTiter-Glo; viability increase, % at 10 µM; hit rate 0.61% among 140,000;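 active = viability gain under doxorubicin at or above a set limit, the compound median plus 3 SD, cut at about 4.7% in these data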;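 note: MRP-1 overexpressing cells given doxorubicin 25 µM after compound pretreatment; 18-22 h compound pretreatment then 72 h with doxorubicin before readout; 0% = doxorubicin-only wells and 100% = vehicle-treated cells without doxorubicin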
# Yeast life ext = extends the lifespan of yeast | S. cerevisiae growth with nicotinamide, OD615; deaD strain in restrictive glucose medium | AID 775 | hit rate 0.68% among 130,000 | inhibition of the nicotinamide effect, % at 10 µM;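 active = inhibition above a set limit, placed 3 SD over the median of all compounds, cut at about 26% in these data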;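 note: 0% = nicotinamide-treated wells and 100% = cells grown without nicotinamide; some compounds called inactive have numbers as strong as hits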
#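 assay system = DeaD-strain S. cerevisiae | buffer or medium = restrictive glucose medium | reagent = 1.5 mM nicotinamide | compound = 10 µM single point, 0.25% DMSO | incubation = 48 h compound exposure at 30 °C, humidified | signal = OD615 measurement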
# NPY-Y2 antag = blocks the human neuropeptide Y Y2 receptor. AID 793. NPY-Y2 expressing cells, antagonist mode. inhibition, % at 2.7 µM. hit rate 0.99% among 140,000. P49146; in the data active = inhibition above about 17%;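 note: 0% = vehicle with agonist challenge and 100% = reference antagonist with challenge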
# Target sequence (P49146 whole entry, looked up): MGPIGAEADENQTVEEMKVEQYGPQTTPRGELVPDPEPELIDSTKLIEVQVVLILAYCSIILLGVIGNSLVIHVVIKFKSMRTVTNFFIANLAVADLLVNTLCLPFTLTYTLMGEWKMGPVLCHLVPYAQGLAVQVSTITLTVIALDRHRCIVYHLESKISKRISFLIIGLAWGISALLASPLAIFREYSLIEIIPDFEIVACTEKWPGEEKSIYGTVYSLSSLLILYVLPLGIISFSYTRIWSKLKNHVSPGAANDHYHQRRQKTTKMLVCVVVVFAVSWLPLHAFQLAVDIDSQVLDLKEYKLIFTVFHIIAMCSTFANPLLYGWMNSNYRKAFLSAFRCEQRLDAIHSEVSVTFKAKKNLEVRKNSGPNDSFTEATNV
# E-sel TNF inh = blocks E-selectin expression induced by TNF alpha. HUVEC TNFa-induced E-selectin immunofluorescence, high content. inhibition, % at 2 µM. hit rate 0.71% among 120,000. AID 1246;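 active = inhibition above the batch mean plus 3 SD, and confirmed as a hit on visual image review, cut at about 43% in these data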;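 note: 0% = TNF-stimulated DMSO wells and 100% = unstimulated control wells; not every result past the cut was called active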
# Measles CPE = protection of cells from measles virus; AID 841; Measles virus-infected cells, CPE protection, absorbance; protection (pct of control), % at 4 µM; hit rate 1.5% among 140,000; in the data active = protection mostly above about 24%, no sharp cut-off; inactive = mostly below about 26%; note: some compounds called inactive have numbers as strong as hits
# bCat KO growth = beta-catenin-lacking colon tumor cell growth suppression; AID 818; viability, % at 10 µM; HCT116 beta-catenin knockout viability, CellTiter-Glo, 60 h; stronger effect = lower value; hit rate 1.5% among 140,000;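 active = viability at or under a set limit, the compound median less 4 SD, cut at about 6% in these data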;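 note: 0% = Hyamine 1622 control at 20 µM and 100% = untreated cell control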
# Phagocyt inh = inhibitors of macrophage phagocytosis; AID 1029; hit rate 0.07% among 110,000; J774A.1 macrophage IgG-bead phagocytosis, imaging; inhibition, % at 5 µM;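 active = inhibition above the mean of the plate negative controls plus 5 SD, cut at about 13% in these data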;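 note: phagocytic index as fraction of beads internalized from green versus red external bead signal; plate controls were DMSO negative control for no effect and cytochalasin-D positive control for full effect; some results beyond the cut were filed as inactive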
# HCT116 PTEN-null = growth suppressors of cells with PTEN tumor suppressor deletion; HCT116 PTEN-null viability, CellTiter-Glo, 60 h; stronger effect = lower value; viability, % at 10 µM; hit rate 1.2% among 140,000; AID 827;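 active = viability at or below a set limit, 4 SD under the median of all tested compounds, cut at about 3.7% in these data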;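 note: PTEN knockout HCT116 line with beta catenin targeted HCT116 as companion control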
# Yeast growth inh = chemicals that inhibit yeast BB579 growth in restrictive medium (lifespan-shortening candidates) | AID 804 | S. cerevisiae BB579 growth, OD615, 48 h | inhibition, % at 10 µM | hit rate 0.51% among 140,000;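 active = inhibition above a set limit, 3 SD over the mean compound inhibition, cut at about 44% in these data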; note: inactives centre near -24
#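 System: Saccharomyces cerevisiae DeaD strain BB579, replicative lifespan model yeast | Buffer or medium: Restrictive glucose-based CSMM-D medium | Times: 4 h preincubation and 48 h exposure at 30 °C | Detection: OD615 turbidity measurement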
# The depositor's hits bear a star; . = no result given.
SMILES,GALR2 antag,MRP-1 activ,Yeast life ext,NPY-Y2 antag,E-sel TNF inh,Measles CPE,bCat KO growth,Phagocyt inh,HCT116 PTEN-null,Yeast growth inh
CCCN(C(=O)CSc1cc(-c2ccccc2)c2ccc(OC)cc2n1)C1CCS(=O)(=O)C1 (stereo not given),1,-4.1,-5,8,.,19,68,-6,54,4
COc1ccc(CCNC(=O)C2CCN(S(C)(=O)=O)CC2)cc1,1,-2.4,-3,1,3,2,90,-1,85,2
Cc1noc(C)c1C(=O)Nc1ccc(Cl)cc1C(F)(F)F,-5,-3.7,-2,2,-1,11,89,0,98,0
Cc1ccccc1NC(=O)c1cccc(S(=O)(=O)Oc2ccc([N+](=O)[O-])cc2)c1,3,-1.7,-11,5,-64,13,87,2,90,-46
COc1ccc2c(c1)c(C(=O)CN1CCN(C(=O)c3ccco3)CC1)c(C)n2C,10,-1.1,-2,1,.,35,96,-1,97,-61
CCN(CC)CCCn1c(=S)[nH]c2cc(OC)c(OC)cc2c1=O,2,-3.8,-21,5,-6,29,72,-3,78,8
CCC1CCC2(CC1)NC(=O)N(CC(=O)Nc1cc(C)on1)C2=O (stereo not given),14,-2.9,16,2,-15,6,100,-5,95,-18
Cc1cc(/C=N/NC(N)=S)c(C)n1-c1ccc(Cl)cc1,0,-2.1,6,2,.,2,77,-3,76,-22
CCOc1ccccc1-c1cc(-c2n[nH]c(=S)n2CC)c2ccccc2n1,-2,-3.0,1,2,-28,5,94,-2,85,-57
CCC(=O)Nc1nnc(SCCOC)s1,12,-0.5,-7,1,4,16,101,0,107,-50
CCOc1ccccc1OCCCCN1CCCC1,5,-1.8,-3,1,-15,2,88,0,93,-35
Cc1nc2ccc(NC(=O)NCCO)cc2s1,-18,2.5,-5,0,-10,9,99,.,105,-37
O=C(CCC(=O)OCC(=O)c1ccc(Cl)cc1)NC1CCCCC1,0,-0.1,-21,-1,14,64*,99,.,96,2
COCc1[nH]nc2c1C(c1ccnc3ccccc13)C(C#N)=C(N)O2 (stereo not given),10,-2.7,0,-1,12,23,15,0,16,-21
C=CCn1c(C)cc(C(=O)COc2ccc(S(=O)(=O)N3CCCC3)cc2[N+](=O)[O-])c1C,-8,-4.5,-3,2,.,19,13,-7,13,-5

# Some of the entries so far, as tab-separated lines.
mol	GALR2 antag	MRP-1 activ	Yeast life ext	NPY-Y2 antag	E-sel TNF inh	Measles CPE	bCat KO growth	Phagocyt inh	HCT116 PTEN-null	Yeast growth inh
Cc1noc(C)c1C(=O)Nc1ccc(Cl)cc1C(F)(F)F	-5	-3.7	-2	2	-1	11	89	0	98	0
Cc1ccccc1NC(=O)c1cccc(S(=O)(=O)Oc2ccc([N+](=O)[O-])cc2)c1	3	-1.7	-11	5	-64	13	87	2	90	-46
COc1ccc2c(c1)c(C(=O)CN1CCN(C(=O)c3ccco3)CC1)c(C)n2C	10	-1.1	-2	1	.	35	96	-1	97	-61
CCN(CC)CCCn1c(=S)[nH]c2cc(OC)c(OC)cc2c1=O	2	-3.8	-21	5	-6	29	72	-3	78	8
CCC1CCC2(CC1)NC(=O)N(CC(=O)Nc1cc(C)on1)C2=O (stereo not given)	14	-2.9	16	2	-15	6	100	-5	95	-18
Cc1cc(/C=N/NC(N)=S)c(C)n1-c1ccc(Cl)cc1	0	-2.1	6	2	.	2	77	-3	76	-22
CCOc1ccccc1-c1cc(-c2n[nH]c(=S)n2CC)c2ccccc2n1	-2	-3.0	1	2	-28	5	94	-2	85	-57
CCC(=O)Nc1nnc(SCCOC)s1	12	-0.5	-7	1	4	16	101	0	107	-50
CCOc1ccccc1OCCCCN1CCCC1	5	-1.8	-3	1	-15	2	88	0	93	-35
Cc1nc2ccc(NC(=O)NCCO)cc2s1	-18	2.5	-5	0	-10	9	99	.	105	-37
O=C(CCC(=O)OCC(=O)c1ccc(Cl)cc1)NC1CCCCC1	0	-0.1	-21	-1	14	64*	99	.	96	2
COCc1[nH]nc2c1C(c1ccnc3ccccc13)C(C#N)=C(N)O2 (stereo not given)	10	-2.7	0	-1	12	23	15	0	16	-21

# (list continues)
SMILES,GALR2 antag,MRP-1 activ,Yeast life ext,NPY-Y2 antag,E-sel TNF inh,Measles CPE,bCat KO growth,Phagocyt inh,HCT116 PTEN-null,Yeast growth inh
COc1cc(/C=N/Nc2ccc([N+](=O)[O-])cc2S(=O)(=O)N2CCOCC2)cc(OC)c1OC,5,-2.4,-2,0,.,15,84,-18,86,-21
Cn1c(SCc2ccccc2F)nc2cccnc21,-9,-0.1,-12,3,-11,12,93,1,107,-13
CC(C)c1nc2sc3c(=O)[nH]c(=S)[nH]c3c2c2c1CCC2,-3,-2.5,-1,3,.,6,99,-8,88,-18
O=C1c2ccccc2C(=O)N1n1c(=O)[nH]c2ccccc2c1=O,19,0.4,-10,-1,8,9,99,-2,107,-55
O=C(CN1CCN(S(=O)(=O)c2ccc(Cl)cc2)CC1)Nc1ccc(F)cc1F,11,-0.9,1,4,11,4,95,0,83,-60
COc1ccc(N(C(=O)Cc2cccs2)C(C(=O)NC2CCCCC2)c2cccn2C)cc1 (stereo not given),-3,-2.8,-4,4,27,7,90,.,83,-6
Nc1cc(=O)[nH]c(=S)n1-c1cccc(C(F)(F)F)c1,-5,-0.1,-9,-4,-2,5,98,0,92,18
O=C(c1cccc(S(=O)(=O)N2CCCCC2)c1)N1CCCCC1,-9,-4.2,-12,1,-21,4,87,0,97,-42
N#Cc1ccccc1CSc1ccc(-c2nc3ccccc3[nH]2)cn1,10,1.8,-16,1,-13,3,69,1,73,-16
CSC(=S)N/N=C/c1c[nH]c2ccccc12,-1,4.1,-7,-2,-21,8,77,.,78,-13
O=C(c1ccco1)N1CCN(c2cc(=O)n(C3CCCCC3)c(=O)[nH]2)CC1,-8,-1.9,-20,0,.,5,86,.,90,-23
C#CCOCCOCCOCCNc1nc(N2CCN(C(=O)[C@H](C)n3cc(CCCN=C(N)N)nn3)CC2)nc(N2CCN(C(=O)[C@H](C)n3cc(CCCN=C(N)N)nn3)CC2)n1,-9,-1.3,3,-3,-3,6,105,.,97,-16
CC1(C)Cc2c(C#N)c(N3CCN(C(=O)c4ccccc4Cl)CC3)nc(-c3ccco3)c2CS1,-20,-2.6,-18,3,-15,4,73,0,73,-42
C=CCOc1cccc(C2C(C(=O)c3ccco3)=C(O)C(=O)N2CCN2CCOCC2)c1 (stereo not given),6,-1.6,7,2,-6,1,93,3,92,-57
Cc1onc(-c2ccccc2Cl)c1C(=O)NCCn1ccc2ccccc21,-2,-1.4,25,-1,-26,24,88,.,89,-28
COC(=O)c1cn(NC(=O)/C=C/c2ccc(OC)c(OC)c2)c(=O)c2ccccc12,8,-0.7,13,6,.,6,89,-11,98,-21
CCOC(=O)c1ccc(NCn2c(=O)oc3ccccc32)cc1,10,-1.1,-15,1,.,5,49,-1,62,6
O=C(Nc1ccc(Cl)cc1Cl)c1ccc(-c2ccccc2)cc1,-21,1.9,4,0,.,8,95,-1,101,-54
Cc1nn(-c2ccccc2)c(C)c1/C=N/NC(=O)CSc1nc2ccccc2c(=O)n1-c1ccccc1,-9,-4.8,-1,0,.,8,70,-5,55,-8
CCN(CC)C(=O)c1sc2nc(N3CCOCC3)c3c(c2c1N)CCCC3,2,-4.2,-10,-1,2,8,88,3,91,-30
CCOC(=O)c1sc(NN=C(C(=O)OC)C(=O)OC)c(C(=O)OCC)c1C,-3,-3.2,2,0,.,18,75,-10,55,-57
COc1cccc(NC(=O)C2CC(=O)N(C)C(=Nc3cccc(F)c3)S2)c1 (stereo not given),-6,-2.7,-17,-2,.,15,90,-1,80,-6
O=C1ON=C(c2ccccc2)/C1=C/c1ccc(-c2ccccc2[N+](=O)[O-])o1,8,-5.1,42*,3,-19,6,19,-4,52,22
COc1ccc(Nc2c3c(c(C#N)c4nc5ccccc5n24)CCC3)cc1,5,-1.1,-5,12,-49,12,76,.,89,-30
COc1cccc(/C=N/NC(=O)c2ccc([N+](=O)[O-])cc2Cl)c1O,2,0.9,-5,-1,-14,7,5.6*,-11,6,-7
COc1ccc(S(=O)(=O)NCC(c2cccnc2)N2CCN(c3ccccc3OC)CC2)cc1C (stereo not given),-11,-1.4,-17,-2,.,5,77,.,88,-28
N#CC1=C(N)C2=CCCC[C@H]2[C@H](c2ccc(Br)cc2)C1(C#N)C#N,9,-4.3,0,4,.,14,52,-3,50,-14
Cc1ccc2nc3c(c(Nc4ccc5c(c4)OCCO5)c2c1)CCC3,16,-5.0,12,22*,.,8,17,-4,24,-39
COc1cccc(C2CC(=O)NC3=C2C(=O)CCC3)c1 (stereo not given),-2,-1.8,-17,0,-8,7,89,.,94,-17
CCS(=O)(=O)Nc1ccc(-c2nnc(SCC(=O)OC)o2)cc1,-6,-2.2,-20,2,2,3,94,-1,96,-25
Nc1cc(OC(=O)c2ccco2)nn1S(=O)(=O)c1ccc(F)cc1,1,-2.6,12,-1,.,5,93,-2,99,-17
COc1ccccc1Oc1cc(-n2nc(C)cc2C)ncn1,-5,-1.6,-2,5,.,26,96,-3,91,9
O=C1C2=C(SCCS2)C(=O)N1c1ccccc1,-10,0.1,-16,-2,.,8,110,0,109,-33
C=CCn1c(CCNC(=O)c2cccs2)nnc1SCC(=O)c1cccc([N+](=O)[O-])c1,-2,-2.8,-5,2,-27,19,97,-3,91,-21
CCC1=Nc2cc(C(=O)NCCCOC)ccc2Sc2ccccc21,5,-4.0,-5,6,33,4,21,2,15,-34
CCC/C(O)=C1\C(=O)CC(C)(C)CC1=Nc1ccc(OC)cc1OC,-8,-5.2,-15,9,-10,4,19,1,22,-47
CCCCNC(=O)OCC(CC)NC(=O)OCC(C)C (stereo not given),13,-1.2,-12,2,-11,33,92,.,92,-33
Cc1onc(-c2c(F)cccc2Cl)c1C(=O)NCc1ccccn1,3,-1.0,-8,1,-14,9,100,.,88,-52
CCn1nc(C(=O)OCC(=O)N2c3ccccc3CC2C)c2ccccc2c1=O (stereo not given),20,-1.2,-15,3,-68,10,97,-1,102,-4
COc1cc(NC(=O)C2CC(=O)NC3=C2C(=O)CCC3)cc(OC)c1 (stereo not given),-7,-2.9,-6,0,1,9,97,.,100,-34
Cc1cc(CN2C(=O)c3ccccc3C2=O)on1,-13,-1.9,-25,2,40,24,102,-1,98,-6
O=c1cc(NCCO)c2ccccc2o1,0,-1.3,2,0,9,22,101,0,93,-12
C=CCn1c(SCC(=O)NCc2ccccc2)nnc1-c1ccccc1O,17,-1.1,-14,-1,40*,20,96,2,92,-34

# 2 compounds picked at random from those above, as already listed:
SMILES,GALR2 antag,MRP-1 activ,Yeast life ext,NPY-Y2 antag,E-sel TNF inh,Measles CPE,bCat KO growth,Phagocyt inh,HCT116 PTEN-null,Yeast growth inh
CCC/C(O)=C1\C(=O)CC(C)(C)CC1=Nc1ccc(OC)cc1OC,-8,-5.2,-15,9,-10,4,19,1,22,-47
COc1ccccc1Oc1cc(-n2nc(C)cc2C)ncn1,-5,-1.6,-2,5,.,26,96,-3,91,9

# Screening results: PubChem, several laboratories
